# Screens from PubChem.
# TbMetRS inhib – Trypanosoma brucei MetRS inhibition. actives 0.4% (n = 360,000). AID 624268. purified T. brucei MetRS, ATP depletion, Kinase-Glo luminescence. inhibition, % at 11.9 µM;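 active = inhibition above a per-plate cutoff of the control wells' mean inhibition plus 3 SD, cut at about 5.5% in these data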;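 also: 0% = DMSO wells median and 100% = median of wells with control inhibitor compound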
#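 System: purified T. brucei MetRS enzyme / Detection: Kinase-Glo luciferase luminescence reporting remaining unconsumed ATP / Medium: HEPES buffer with MgCl2, KCl, DTT, spermine, BSA, pyrophosphatase / Replication: singlicate, one well per compound / Evaluation: percent inhibition relative to median high and low control wells / Schedule: 2 h aminoacylation at 25 °C after 15 min preincubation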
# NadD inh – NadD (S. aureus) enzyme inhibition. purified NadD enzyme, colorimetric absorbance read-out. inhibition, % at 20 µM. actives 0.78% (n = 360,000). AID 602399; in the data active = inhibition above about 26%; also: some compounds past the cut are filed as inactive
# DNMT1 block – inhibitors of human DNMT1; P26358; DNMT1 molecular beacon, Hinp1I cleavage, fluorescence; inhibition (reported as % activation of signal), % at 10 µM; actives 0.83% (n = 360,000); AID 588458; in the data active = inhibition above about 50%
# SKN-1 inh – inhibitors of C. elegans SKN-1 | C. elegans VP596 Pgst-4::GFP/RFP ratio, acrylamide-induced, 24 h | inhibition, % at 21.8 µM | actives 0.49% (n = 360,000);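 active = interference check ratio from 0.5 to 1.5 plus GFP to RFP signal ratio inhibition reaching or exceeding a fixed threshold, cut at about 30% in these data, passing the limit was not always enough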; also: some compounds called inactive have numbers as strong as hits
# Neddylation inh – inhibitors of human cullin neddylation. P61081+Q13564. TR-FRET cullin neddylation, biochemical. calls only at 25 µM. actives 0.58% (n = 360,000). AID 651699; in the data active = inhibition above about 36%
# Target sequence (P61081 whole entry, looked up): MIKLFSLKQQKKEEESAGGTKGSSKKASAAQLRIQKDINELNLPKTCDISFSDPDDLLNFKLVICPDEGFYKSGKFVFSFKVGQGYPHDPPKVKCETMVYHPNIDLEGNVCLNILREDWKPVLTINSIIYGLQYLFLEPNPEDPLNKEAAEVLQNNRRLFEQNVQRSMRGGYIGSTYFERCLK
# Target sequence (Q13564 whole entry, looked up): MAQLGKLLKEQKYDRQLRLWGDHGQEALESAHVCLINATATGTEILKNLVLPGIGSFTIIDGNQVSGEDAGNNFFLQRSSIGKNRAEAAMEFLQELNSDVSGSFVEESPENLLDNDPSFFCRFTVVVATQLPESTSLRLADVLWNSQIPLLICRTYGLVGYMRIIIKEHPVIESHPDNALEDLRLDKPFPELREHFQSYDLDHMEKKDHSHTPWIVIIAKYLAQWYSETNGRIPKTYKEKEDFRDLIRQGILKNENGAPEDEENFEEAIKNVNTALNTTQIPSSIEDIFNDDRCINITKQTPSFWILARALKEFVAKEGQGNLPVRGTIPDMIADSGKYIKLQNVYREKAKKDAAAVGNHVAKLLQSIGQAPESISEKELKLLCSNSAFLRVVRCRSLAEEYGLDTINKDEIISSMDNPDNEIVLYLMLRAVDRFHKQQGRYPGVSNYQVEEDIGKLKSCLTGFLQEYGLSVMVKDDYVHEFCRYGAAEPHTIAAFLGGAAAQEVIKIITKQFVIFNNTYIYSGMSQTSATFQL
# Scp1 inh – inhibitors of human Scp-1 phosphatase | Q9GZU7 | Recombinant Scp1, phosphopeptide, malachite green phosphate absorbance | inhibition, % at 20 µM | actives 0.88% (n = 340,000) | AID 493091;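 active = inhibition above about 50% at 20 µM, limit read from the data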;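 also: plate controls were DMSO wells with enzyme for no effect and wells lacking enzyme for full effect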
# Target sequence (Q9GZU7 76-261 limits assumed): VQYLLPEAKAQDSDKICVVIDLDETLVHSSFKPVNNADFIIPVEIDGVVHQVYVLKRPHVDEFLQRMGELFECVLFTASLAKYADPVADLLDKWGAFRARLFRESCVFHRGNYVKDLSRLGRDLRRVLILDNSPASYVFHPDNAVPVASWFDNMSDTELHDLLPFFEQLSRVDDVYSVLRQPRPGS
#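 Assay system: SCP-1 catalytic fragment, aa 76-261 | Buffer or medium: Tris acetate buffer pH 5.5 with MgCl2 and Tween-20 | Compound: One concentration, 20 µM, with 1.0% DMSO | Also added: Phospho 17-mer peptide substrate | Signal: Absorbance at 630 nm | Incubation: 45 min enzyme reaction at room temperature | Measure: % inhibition of SCP-1 phosphate liberation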
# NRP1-CendR mod – alters CendR peptide binding to human NRP-1 | inhibition, % at 25 µM | AID 602438 | O14786 | actives 0.85% (n = 360,000) | FAM-RPARPAR peptide binding to NRP-1, fluorescence polarization;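 active = inhibition or corrected inhibition above about 18%, plus a signal ratio from 0.5 to 1.5, limit read from the data, passing the limit was not always enough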; also: strong numbers were not always called active
# SUMO1 PPI mod – alters human SUMO1 binding to SIM partners | P63165 | SUMO1 binding to a labelled peptide, TR-FRET, 1 h | inhibition, % at 20 µM | actives 0.33% (n = 360,000) | AID 602429; in the data active = inhibition above about 37%
# Target sequence (P63165 whole entry, looked up): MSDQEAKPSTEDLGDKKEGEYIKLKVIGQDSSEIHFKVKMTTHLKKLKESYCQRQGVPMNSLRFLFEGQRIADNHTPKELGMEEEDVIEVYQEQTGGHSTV
# STEP block – inhibitors of human striatal-enriched phosphatase STEP. recombinant STEP, OMFP fluorogenic substrate, fluorescence. P54829. inhibition, % at 20 µM. actives 0.25% (n = 360,000);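 active = inhibition at 20 µM, scaled per plate between control wells, above about 37%, limit read from the data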;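 also: 0% = DMSO with enzyme and substrate and 100% = substrate only without enzyme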
#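 Material: STEP (striatal-enriched tyrosine phosphatase) enzyme, cell-free; Compound dosing: 20 µM single dose in 1% DMSO; Technique: fluorescence read at 480 nm ex / 540 nm em; Times: reaction 20 min, ambient temperature; Medium: 50 mM Bis-Tris pH 6.0 with 2.5 mM DTT and 0.005% Tween 20; Also added: OMFP at 25 µM.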
# LMPTP block – LMPTP (human) inhibition. P24666. recombinant LMPTP-A, OMFP fluorogenic substrate, fluorescence intensity. inhibition, % at 20 µM. actives 0.22% (n = 360,000);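 active = compounds that cut the enzyme signal by at least half of the control window in the single-dose screen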;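 also: plate controls were DMSO wells with enzyme plus substrate for no effect and substrate without enzyme for full effect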
#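 Assay system: LMPTP-A, protein tyrosine phosphatase of low molecular weight / Medium: pH 6.0 Bis-Tris buffer with DTT and Triton X-100 / Schedule: 50 min enzyme reaction at room temperature, protected from light / Measured by: endpoint fluorescence intensity from OMFP dephosphorylation / Read-out basis: % inhibition relative to no-enzyme and uninhibited control wells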
# * = called active by the depositor; i = inactive; / = no result given.
SMILES,TbMetRS inhib,NadD inh,DNMT1 block,SKN-1 inh,Neddylation inh,Scp1 inh,NRP1-CendR mod,SUMO1 PPI mod,STEP block,LMPTP block
O=C(/C=C/C(=O)N1CCc2ccccc2C1)N1CCc2ccccc2C1,2.7,-1,-11,11,i,-4,-8,6,-2,-2.3
COc1ccccc1CNCC(=O)Nc1ccc(C#N)cc1,-0.7,-1,1,3,i,-11,10,4,-1,-1.5
CCC(=O)NC(C)c1cc(Cl)c2cccnc2c1O (centres undefined),0.0,-2,1,8,i,-9,1,-2,1,-0.6
CCn1c(CCNC(=O)c2cccs2)nnc1SCC(=O)Nc1ccc(Cl)cc1,1.2,5,-2,14,i,0,4,1,-4,-0.8
O=C(NCCc1nnc2ccc(NCC3CCCO3)nn12)c1ccccc1 (centres undefined),-0.5,-4,-2,11,i,-7,-13,0,0,-1.4
O=C(Nc1cccc2ccccc12)C1CCN(C(=O)Cc2ccccc2)CC1,-0.9,6,0,-6,i,-2,-6,-4,4,-1.9
CCOC(=O)c1ccc(N2C(=O)CC(C(=O)OC)=C2C)cc1,0.3,5,2,-2,i,-7,7,-2,-1,-0.7
CC(C)c1cccc(C(C)C)c1NC(=S)Nc1cccc(Cl)c1,-0.2,4,4,-2,i,-4,-15,7,0,-0.7
COCC(=O)n1nc(-c2ccc(C)cc2)nc1NCc1ccc(F)cc1,-0.6,-8,1,-5,i,-4,-9,-1,-1,-0.6
COc1cc(CN2CCN(C(C)C)C(CCO)C2)ccc1OCc1ccccc1 (centres undefined),-0.2,-3,-30,-11,i,-1,-6,0,-1,-0.8
Cc1cccc(N=C2NC(=O)/C(=C/c3cccnc3)S2)c1,1.1,5,0,3,i,9,-23,-23,1,-1.0
Cc1cc(C([O-])=C(C(=S)Nc2ccccc2)[n+]2ccccc2)c(C)n1-c1ccccc1,-0.1,23,-19,10,i,2,-2,-11,1,1.8
CCOc1ccc(C(=O)NC(=S)Nc2ccccn2)cc1[N+](=O)[O-],-0.5,-4,2,10,i,-3,2,-4,-1,-1.2
COCC(C)N=Cc1c(O)[nH]c2ccccc12 (centres undefined),-0.5,-1,-2,-3,i,-6,-1,-1,0,-0.3
Cc1ccc(C(C#N)=Cc2ccc3c(c2)OCO3)cc1,-0.6,7,7,22,i,/,5,-13,-3,0.8
O=C(c1ccc(Cl)c(S(=O)(=O)N2CCOCC2)c1)N1CCCCC1,-0.5,-1,-2,12,i,-4,7,-4,-3,0.2
Cc1ccc(NC(=O)CSc2nnc3ccccn23)cc1,-1.2,6,-1,-6,i,-1,-3,-1,1,-0.9
COc1cc(N)c(Cl)cc1C(=O)OCC(=O)NC(=O)NCc1ccco1,-0.4,-2,-11,4,i,11,-3,3,-4,1.1
CC(=O)c1cccc(CN2CCC(n3nccc3NC(=O)CCc3ccccc3)CC2)c1,-0.5,-2,0,-4,i,-5,-8,2,2,-1.2
CCN(CC)C(=O)CSc1nc2c(sc(=S)n2-c2ccccc2OC)c(=O)n1-c1ccccc1,-0.4,1,-2,-10,i,-16,1,-7,-2,1.2
C#CCOCCOCCOCCNc1nc(N2CCN(C(=O)[C@H](C(C)C)n3cc(CCO)nn3)CC2)nc(N2CCN(C(=O)[C@H](C)n3cc(CCCN=C(N)N)nn3)CC2)n1,0.1,-8,6,7,i,-1,10,-5,-1,-0.7
Cc1ccc(OCCC(=O)OCC(=O)N2c3ccccc3CC2C)cc1 (centres undefined),-0.5,-7,-3,14,i,-5,5,-2,1,1.4
O=C1OCCN1C(=O)[C@H]1[C@H](c2ccccc2)C(c2cccc(Cl)c2)=NN1c1ccccc1,0.8,13,-13,5,/,-12,7,-4,-3,4.0
CC(C)(C)c1ccc(C2=CC(c3ccccc3)n3ncnc3N2)cc1 (centres undefined),0.5,2,0,0,i,4,6,-15,4,-0.7
O=S1(=O)CC(N2CCC(Cc3ccccc3)CC2)CN1CCc1ccccc1 (centres undefined),-0.8,-7,2,4,i,/,11,0,1,0.7

# The list goes on.
SMILES,TbMetRS inhib,NadD inh,DNMT1 block,SKN-1 inh,Neddylation inh,Scp1 inh,NRP1-CendR mod,SUMO1 PPI mod,STEP block,LMPTP block
CCCCN(C)c1c(C)nc2ccc(C(=O)N(C)CCN(C)C)cn12,-0.3,1,2,2,i,/,2,-7,0,-0.6
Cn1cnnc1SCC(=O)c1ccc2c(c1)OCO2,-0.8,3,-3,-18,i,-11,-1,-2,5,0.0
CCOc1ccccc1NC(=O)/C=C/c1ccc(S(=O)(=O)N2CCOCC2)cc1,-0.6,-4,-2,6,i,-15,3,-19,-1,0.9
CCCN(CC1CC1)C(=O)CSc1ncnc2sc(C)c(C)c12,-0.2,8,-3,0,i,-4,7,3,-3,0.9
Cc1ccc(C)c(NC(=O)CCc2c(C)nn(-c3ccc(N4CCCCC4)nn3)c2C)c1,-0.5,-1,1,18,i,-9,2,-5,-2,-1.0
CCOC(=O)C1CCN(C(=O)c2ccccc2NC(=O)c2ccc(Cl)cc2)CC1,-0.9,-6,3,6,i,-10,2,2,0,-0.4
CC1CCCCN1C(=O)Cn1nnc(-c2cccnc2)n1 (centres undefined),-1.3,0,1,1,i,1,16,0,-3,-1.4
C=CCN1C(=O)c2ccc(C(=O)N(CCOC)c3c(N)n(CCCC)c(=O)[nH]c3=O)cc2C1=O,-0.3,-1,0,-5,i,-4,-10,-13,6,0.6
COc1ccc(C(C)=O)cc1Cn1c(C)c(C(=O)NCCC#N)sc1=O,-0.7,0,5,-4,i,/,-1,-1,1,2.3
Cc1cc(C(F)F)n2nc(C(=O)Nc3sc4c(c3C#N)CCC(C)C4)nc2n1 (centres undefined),-1.3,9,0,-2,i,0,-6,3,-4,0.4
CN(C)S(=O)(=O)c1cccc(NC(=O)CN2C(=O)NC(Cc3ccccc3)C2=O)c1 (centres undefined),0.4,-4,-2,13,i,-9,-8,-6,4,-1.1
CC1=C(C(=O)N(C(C)C)C(C)C)CC(CC(=O)NCC2CCCCC2)C(=O)N1Cc1ccc(C(C)(C)C)cc1 (centres undefined),-0.1,14,/,-2,i,/,-6,0,/,3.5
Cc1cccc(C(=O)OCC(=O)NCc2ccco2)c1,0.0,-1,20,-16,i,24,6,3,2,-1.4
O=S(=O)(c1ccc(Br)cc1)N1CCC(c2nc3ccccc3[nH]2)CC1,7.1*,6,-1,16,i,-1,-10,-7,1,0.9
CCN1CCN(C(=O)CCNC(=O)Cn2cnc3ccccc3c2=O)CC1,-0.8,-6,2,2,i,10,1,1,-2,-0.9
Cc1cn([C@H]2C[C@H](O)[C@@H](CNC(=O)[C@H]3CCC(=O)N3)O2)c(=O)[nH]c1=O,-0.8,3,8,-8,i,/,-17,-9,0,-1.4
CC(=O)c1ccccc1NC(=O)COC(=O)CCC1CCCC1,-0.2,1,-7,6,i,-5,-6,10,3,1.6
Cc1nc2c(C(=O)N3CCCCC3)cnn2c(C)c1Cc1ccccc1F,0.3,-1,1,7,/,-5,-19,1,2,-1.2
CC(=O)Nc1cccc(NC(=O)CS(=O)(=O)c2cn(CC(=O)N(C(C)C)C(C)C)c3ccccc23)c1,0.9,3,-4,19,i,-8,-7,-2,-1,-1.5
CCOc1ccc(C(=O)Nc2cc(S(=O)(=O)Nc3ccccc3Cl)ccc2N2CCOCC2)cc1,-0.7,3,-6,7,i,-18,2,6,1,1.2
CC1CC(C)CN(C(=O)c2ccc(N3CC4CC(C3)c3cccc(=O)n3C4)c([N+](=O)[O-])c2)C1 (centres undefined),0.1,2,0,4,i,-1,5,-21,-6,-0.4
CC1CN(C(=O)CCC(=O)NCCCN2CCN(Cc3ccccc3)CC2)c2cc(Cl)ccc2O1 (centres undefined),-0.1,-6,-3,8,i,-3,7,4,2,-1.6
COc1ccccc1-c1csc(C(O)c2ccc(F)c(F)c2)n1 (centres undefined),0.0,-1,17,12,i,/,-2,1,-2,0.2
CCN(CC)S(=O)(=O)c1cccc(C(=O)N[C@H](C(=O)Nc2nc3ccc(F)cc3s2)C(C)C)c1,0.1,-1,-1,8,i,-1,-4,4,-3,1.9
Cc1cc2nn(-c3ccccc3)nc2cc1NC(=O)c1cccs1,-1.0,-14,-2,1,i,-8,1,-4,0,1.9
COc1ccc(NC(=O)CNc2cccc(S(=O)(=O)N3CCCCCC3)c2)c([N+](=O)[O-])c1,-0.4,-11,-6,3,i,-10,-5,-22,0,1.5

# Gathered by group: the entries above with a tert-butyl group (2)
SMILES,TbMetRS inhib,NadD inh,DNMT1 block,SKN-1 inh,Neddylation inh,Scp1 inh,NRP1-CendR mod,SUMO1 PPI mod,STEP block,LMPTP block
CC(C)(C)c1ccc(C2=CC(c3ccccc3)n3ncnc3N2)cc1 (centres undefined),0.5,2,0,0,i,4,6,-15,4,-0.7
CC1=C(C(=O)N(C(C)C)C(C)C)CC(CC(=O)NCC2CCCCC2)C(=O)N1Cc1ccc(C(C)(C)C)cc1 (centres undefined),-0.1,14,/,-2,i,/,-6,0,/,3.5

# 3 compounds drawn at random from those above, as already listed:
SMILES,TbMetRS inhib,NadD inh,DNMT1 block,SKN-1 inh,Neddylation inh,Scp1 inh,NRP1-CendR mod,SUMO1 PPI mod,STEP block,LMPTP block
CCCN(CC1CC1)C(=O)CSc1ncnc2sc(C)c(C)c12,-0.2,8,-3,0,i,-4,7,3,-3,0.9
O=C1OCCN1C(=O)[C@H]1[C@H](c2ccccc2)C(c2cccc(Cl)c2)=NN1c1ccccc1,0.8,13,-13,5,/,-12,7,-4,-3,4.0
Cc1nc2c(C(=O)N3CCCCC3)cnn2c(C)c1Cc1ccccc1F,0.3,-1,1,7,/,-5,-19,1,2,-1.2

# A few values from above:
# Cc1nc2c(C(=O)N3CCCCC3)cnn2c(C)c1Cc1ccccc1F @ SUMO1 PPI mod: 1
# COc1ccccc1-c1csc(C(O)c2ccc(F)c(F)c2)n1 (centres undefined) @ STEP block: -2
# Cc1ccc(C)c(NC(=O)CCc2c(C)nn(-c3ccc(N4CCCCC4)nn3)c2C)c1 @ SUMO1 PPI mod: -5
# CC1CCCCN1C(=O)Cn1nnc(-c2cccnc2)n1 (centres undefined) @ Scp1 inh: 1
